# Compound activity: PubChem BioAssay, Broad Institute
# PRC2 inh – EZH2/PRC2 methyltransferase inhibitors, primary screen, biochemical, DELFIA time-resolved fluorescence, single point | AID 651548, 2012 | inhibition, % at 12.5 µM | 57,000 tested, 0.35% active | Histone-lysine N-methyltransferase EZH2 (Homo sapiens), Q15910 | PRC2 H3K27 methylation, DELFIA TRF, 1 h;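 active means mean inhibition of replicates at least 50% and every single replicate also reaching 50%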;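 further: dimethyl H3K27 on biotinylated H3 21-44 peptide detected by antibody; plate controls were median neutral control wells for no effect and median positive control wells for full effect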
# Target sequence (Q15910 whole entry, looked up): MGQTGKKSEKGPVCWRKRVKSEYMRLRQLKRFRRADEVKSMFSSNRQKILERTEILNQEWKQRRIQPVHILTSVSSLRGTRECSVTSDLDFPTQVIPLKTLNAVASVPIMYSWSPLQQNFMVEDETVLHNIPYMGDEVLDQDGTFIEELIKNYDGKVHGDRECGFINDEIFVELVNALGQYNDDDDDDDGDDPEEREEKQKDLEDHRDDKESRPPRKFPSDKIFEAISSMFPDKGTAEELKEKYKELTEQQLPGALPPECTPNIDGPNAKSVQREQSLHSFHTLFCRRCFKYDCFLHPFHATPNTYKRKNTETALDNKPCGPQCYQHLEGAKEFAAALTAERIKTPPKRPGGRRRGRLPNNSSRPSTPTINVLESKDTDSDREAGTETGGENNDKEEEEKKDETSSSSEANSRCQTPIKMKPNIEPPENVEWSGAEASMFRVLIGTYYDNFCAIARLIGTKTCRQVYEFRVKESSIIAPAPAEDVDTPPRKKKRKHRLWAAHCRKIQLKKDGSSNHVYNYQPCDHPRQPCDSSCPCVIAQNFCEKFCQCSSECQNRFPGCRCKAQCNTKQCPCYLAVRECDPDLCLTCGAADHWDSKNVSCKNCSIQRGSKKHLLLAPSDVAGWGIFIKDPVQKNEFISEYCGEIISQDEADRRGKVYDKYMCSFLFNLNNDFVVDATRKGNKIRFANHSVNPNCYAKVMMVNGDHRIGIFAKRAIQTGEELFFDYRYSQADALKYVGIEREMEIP
# IDH1 R132H inh – inhibitors of IDH1 R132H reductase, primary screen, biochemical, plate reader, single point. Isocitrate dehydrogenase [NADP] cytoplasmic (Homo sapiens), O75874. diaphorase/resazurin fluorescence, 60 min. inhibition, % at 10 µM. 70,000 tested, 0.18% active. AID 624101, 2012; in the data active means inhibition above about 34%;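 further: 0% = DMSO and 100% = no enzyme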
# Active calls of the source: *; nt = not tested or not shown. Only part of the results is shown (hit frequency here may not be typical).
SMILES,PRC2 inh,IDH1 R132H inh
C[C@@H]1CN([C@H](C)CO)C(=O)c2cc(NC(=O)Cc3ccccc3)ccc2O[C@@H](C)CCCCO[C@@H]1CN(C)Cc1ccc(C(=O)O)cc1,nt,-0.9
C[C@@H]1CCCCO[C@@H](CN(C)C(=O)Nc2cccc3ccccc23)[C@@H](C)CN([C@H](C)CO)C(=O)c2cc(N(C)C)ccc2O1,-6,nt
O=C(C[C@H]1C=C[C@@H](NS(=O)(=O)c2ccccc2)[C@@H](CO)O1)NCCN1CCCCC1,1,-0.1
O=C(NCC[C@@H]1CC[C@H](NS(=O)(=O)c2cccc(F)c2)[C@H](CO)O1)Nc1cc(F)ccc1F,35,0.2
O=C(C[C@H]1C[C@@H]2c3cc(NC(=O)C4CCC4)ccc3O[C@@H]2[C@@H](CO)O1)NCc1cc(F)ccc1F,1,1.7
CCCC(=O)Nc1ccc2c(c1)C(=O)N(C)C[C@@H](OC)[C@@H](C)CN(C(=O)CC)[C@H](C)CO2,8,0.3
CN(C)c1ccc2c(c1)[C@H]1C[C@H](CC(=O)NCCc3ccccc3)O[C@H](CO)[C@H]1O2,-3,-11
C[C@H]1CN([C@@H](C)CO)C(=O)Cc2cc(NC(=O)Nc3ccc(F)cc3)ccc2O[C@H]1CN(C)Cc1ccncc1,3,3.5
Cc1ccc(S(=O)(=O)Nc2ccc3c(c2)C(=O)N([C@@H](C)CO)C[C@H](C)[C@@H](CN(C)C(=O)Nc2ccccc2)OCCCC[C@@H](C)O3)cc1,nt,-0.9
C[C@@H]1CN([C@@H](C)CO)C(=O)c2cc(-c3cncnc3)cnc2O[C@@H]1CN(C)C(=O)Nc1ccc2c(c1)OCO2,9,-0.9
Cc1cccc(-n2c(SCCC(=O)O)nnc2-c2cccs2)c1C,-8,1.0
C[C@@H]1CCCCO[C@H](CN(C)C(=O)Nc2ccc(C(F)(F)F)cc2)[C@H](C)CN([C@@H](C)CO)C(=O)c2cc(NS(C)(=O)=O)ccc2O1,nt,-0.8
CCC(=O)Nc1ccc(Cl)c(NC(=O)COc2ccc(Br)cc2)c1,6,0.1
CCCNC(=O)C[C@H]1C[C@H]2c3cc(NS(=O)(=O)c4cccc(OC)c4)ccc3O[C@H]2[C@@H](CO)O1,-3,-3.2
COc1cccc(NC(=O)N(C)C[C@H]2Oc3ncc(/C=C/c4ccccc4)cc3C(=O)N([C@H](C)CO)C[C@@H]2C)c1,9,-0.8
C[C@@H]1CN([C@@H](C)CO)C(=O)c2cc(C#CC3(O)CCCC3)cnc2O[C@H]1CN(C)C(=O)Cc1cccnc1,12,0.5
C[C@H]1CN([C@@H](C)CO)C(=O)c2cc(NS(C)(=O)=O)ccc2O[C@@H]1CN(C)S(=O)(=O)c1ccc(F)cc1,nt,0.6
c1coc(Cn2c(SCc3nc4ccccc4[nH]3)nnc2-c2ccco2)c1,-11,0.2
CO[C@H]1CN(C)C(=O)c2cc(NS(C)(=O)=O)ccc2OC[C@H](C)N(Cc2cccnc2)C[C@@H]1C,1,-0.3
Clc1ccc2nc(NCc3ccccn3)nc(-c3ccccc3)c2c1,nt,-0.5
COc1ccccc1NC(=O)N[C@@H]1CC[C@H](CCNC(=O)Cc2ccccn2)O[C@@H]1CO,-4,0.1
O=C(NCCNS(=O)(=O)c1ccccc1)c1ccc([N+](=O)[O-])cc1,-14,0.0
C[C@@H]1CN([C@H](C)CO)C(=O)c2cc(NS(=O)(=O)c3ccc(F)cc3)ccc2O[C@@H](C)CCCCO[C@@H]1CN(C)C(=O)c1ccncc1,nt,2.2
CC(C)NC(=O)N[C@@H]1CC[C@H](CCNC(=O)C2CC2)O[C@@H]1CO,2,0.1

# 6 entries picked at random from the list so far:
SMILES,PRC2 inh,IDH1 R132H inh
Clc1ccc2nc(NCc3ccccn3)nc(-c3ccccc3)c2c1,nt,-0.5
C[C@@H]1CN([C@@H](C)CO)C(=O)c2cc(C#CC3(O)CCCC3)cnc2O[C@H]1CN(C)C(=O)Cc1cccnc1,12,0.5
CCCNC(=O)C[C@H]1C[C@H]2c3cc(NS(=O)(=O)c4cccc(OC)c4)ccc3O[C@H]2[C@@H](CO)O1,-3,-3.2
C[C@H]1CN([C@@H](C)CO)C(=O)c2cc(NS(C)(=O)=O)ccc2O[C@@H]1CN(C)S(=O)(=O)c1ccc(F)cc1,nt,0.6
CO[C@H]1CN(C)C(=O)c2cc(NS(C)(=O)=O)ccc2OC[C@H](C)N(Cc2cccnc2)C[C@@H]1C,1,-0.3
CCC(=O)Nc1ccc(Cl)c(NC(=O)COc2ccc(Br)cc2)c1,6,0.1

# (cont.)
SMILES,PRC2 inh,IDH1 R132H inh
Cc1nc2ccccn2c1-c1csc(NCc2ccco2)n1,-4,3.2
CCc1nc(SCC(=O)Nc2ccc(C(C)=O)cc2)n[nH]1,-9,-0.1
C[C@@H]1CCCCO[C@@H](CN(C)C(=O)Nc2ccccc2)[C@H](C)CN([C@H](C)CO)C(=O)c2cc(NC(=O)c3ccccc3)ccc2O1,nt,2.5
CCC(=O)Nc1ccc2c(c1)C(=O)N(C)C[C@H](OC)[C@H](C)CN(C(=O)C1CC1)[C@@H](C)CO2,12,-0.4
COC(=O)[C@]1(CCS(=O)(=O)c2ccccc2)N=C(c2ccc(OCCCO)cc2)O[C@@H]1c1ccccc1CN=[N+]=[N-],15,0.1
CC(C)NC(=O)N(C)C[C@H]1Oc2c(NS(=O)(=O)c3ccc(F)cc3)cccc2C(=O)N([C@H](C)CO)C[C@H]1C,nt,-0.5
C[C@H]1CN([C@@H](C)CO)S(=O)(=O)c2ccc(C3=CCCCC3)cc2O[C@H]1CN(C)C(=O)c1ccccc1,5,nt
COc1ccc(NC(=O)Nc2ccc3c(c2)C(=O)N([C@H](C)CO)C[C@@H](C)[C@@H](CN(C)CC2CCCCC2)OCCCC[C@H](C)O3)cc1,nt,-0.2
Cc1noc(C)c1S(=O)(=O)Nc1ccc2c(c1)C(=O)N([C@@H](C)CO)C[C@H](C)[C@@H](CN(C)C(=O)NC(C)C)OCCCC[C@H](C)O2,nt,1.1
C[C@@H]1CN([C@@H](C)CO)C(=O)c2cc(C#CCC3CCCC3)cnc2O[C@H]1CN(C)S(=O)(=O)c1cccs1,17,0.1
C[C@H]1CN([C@@H](C)CO)C(=O)c2cc(-c3cccc(F)c3)cnc2O[C@@H]1CN(C)C(=O)C1CCOCC1,nt,4.4
O=C(C[C@H]1C[C@H]2c3cc(NC(=O)Cc4ccncc4)ccc3O[C@H]2[C@H](CO)O1)NCc1ccc2c(c1)OCO2,-25,0.4
COc1ccc(S(=O)(=O)Nc2ccc3c(c2)C(=O)N([C@@H](C)CO)C[C@@H](C)[C@@H](CN(C)C(=O)Nc2ccc(C(F)(F)F)cc2)O3)cc1,nt,0.4
C[C@H]1CN([C@@H](C)CO)C(=O)c2cc(NC(=O)Nc3cccc4ccccc34)ccc2O[C@H]1CN(C)Cc1ccc(C(=O)Nc2ccccc2N)cc1,-16,nt
C[C@@H]1CN([C@@H](C)CO)C(=O)c2cc(NC(=O)Nc3ccccc3)ccc2O[C@H]1CN(C)Cc1ccc(C(=O)O)cc1,14,4.3
CCc1ccccc1OCC(=O)Nc1sc2c(c1C(N)=O)CCCC2,6,0.0
O=C(C[C@@H]1C=C[C@H](NC(=O)NC2CCCCC2)[C@H](CO)O1)NCc1ccccc1,0,0.2
Cc1noc(C)c1NC(=O)N(C)C[C@@H]1Oc2ccc(NS(=O)(=O)c3ccc(F)cc3)cc2CC(=O)N([C@@H](C)CO)C[C@@H]1C,nt,-0.2
O=C(NC1CC1)C1=C[C@@H](C2CC2)C[C@@H](OCc2ccc(CO)cc2)O1,1,nt
CO[C@@H]1CN(C)C(=O)c2ccc(NC(=O)C3CCC3)cc2OC[C@H](C)N(CC2CCCCC2)C[C@H]1C,-6,-0.1
CN1CCN(C(=O)c2cc3c(c(-c4cccc(-c5cccc(C(=O)N(C)C)c5)c4)n2)[C@H](CCO)N([S@@](=O)C(C)(C)C)C3)CC1,-4,0.3
O=C(C[C@@H]1C=C[C@H](NC(=O)c2ccc3c(c2)OCO3)[C@H](CO)O1)NCc1ccc(F)cc1,-11,-0.2
C[C@H](CO)N1C[C@H](C)[C@H](CN(C)C(=O)Nc2ccccc2)Oc2c(NC(=O)c3cnccn3)cccc2C1=O,-10,3.0
CCCC#Cc1ccc2c(c1)O[C@H](CN(C)Cc1ccccc1)[C@@H](C)CN([C@@H](C)CO)S2(=O)=O,27,0.7

# For convenience, part of the list above:
SMILES,PRC2 inh,IDH1 R132H inh
COc1ccc(S(=O)(=O)Nc2ccc3c(c2)C(=O)N([C@@H](C)CO)C[C@@H](C)[C@@H](CN(C)C(=O)Nc2ccc(C(F)(F)F)cc2)O3)cc1,nt,0.4
C[C@H]1CN([C@@H](C)CO)C(=O)c2cc(NC(=O)Nc3cccc4ccccc34)ccc2O[C@H]1CN(C)Cc1ccc(C(=O)Nc2ccccc2N)cc1,-16,nt

# (list continues)
SMILES,PRC2 inh,IDH1 R132H inh
CNC[C@H]1OCCCC[C@@H](C)Oc2ccc(NC(=O)Nc3cccc4ccccc34)cc2C(=O)N([C@@H](C)CO)C[C@@H]1C,-13,-3.9
CC(C)NC(=O)Nc1ccc2c(c1)C(=O)N([C@H](C)CO)C[C@@H](C)[C@H](CN(C)S(=O)(=O)c1cccs1)OCCCC[C@@H](C)O2,nt,0.7
COCCNC(=O)C[C@H]1C[C@@H]2c3cc(NC(=O)COC)ccc3O[C@@H]2[C@@H](CO)O1,8,-4.7
COc1ccccc1-c1ccc2c(c1)O[C@H](CN(C)C(C)=O)[C@@H](C)CN([C@H](C)CO)S2(=O)=O,4,-1.4
Cc1ccc(S(=O)(=O)Nc2ccc3c(c2)C(=O)N([C@H](C)CO)C[C@H](C)[C@@H](CN(C)CC2CC2)OCCCC[C@H](C)O3)cc1,-10,nt
CNC[C@@H]1Oc2cc(C#Cc3ccccc3F)ccc2S(=O)(=O)N([C@H](C)CO)C[C@H]1C,-36,0.1
C[C@@H]1CCCCO[C@H](CN(C)Cc2ccncc2)[C@H](C)CN([C@@H](C)CO)C(=O)c2cc(NC(=O)Cc3ccccc3)ccc2O1,4,12
O=C(N[C@H]1CC[C@@H](CCn2cc(C3(O)CCCC3)nn2)O[C@H]1CO)C1CCOCC1,4,0.1
COc1ccc(CN(C)C[C@@H]2Oc3c(NC(=O)c4nc5ccccc5s4)cccc3C(=O)N([C@H](C)CO)C[C@H]2C)cc1,-1,1.8
COc1cccc(S(=O)(=O)N[C@@H]2CC[C@@H](CCNC(=O)Nc3cc(F)ccc3F)O[C@@H]2CO)c1,5,-0.2
Cc1cc(NS(=O)(=O)c2ccc(NC(=O)c3csc4ccccc34)cc2)no1,29,-0.7
C[C@@H]1CCCCO[C@@H](CN(C)C(=O)CCCN(C)C)[C@H](C)CN([C@@H](C)CO)C(=O)c2cc(NS(=O)(=O)c3cccs3)ccc2O1,nt,6.4
C[C@H]1CN([C@@H](C)CO)C(=O)c2cccc(NS(=O)(=O)c3ccc(Cl)cc3)c2O[C@@H]1CN(C)S(=O)(=O)c1ccc(F)cc1,nt,-0.9
C[C@@H]1CN([C@H](C)CO)C(=O)c2cc(NC(=O)Nc3ccc4c(c3)OCO4)ccc2O[C@@H](C)CCCCO[C@@H]1CN(C)Cc1ccccc1,nt,1.5
C[C@H](CO)N1C[C@H](C)[C@H](CN(C)Cc2ccc(-c3ccccc3)cc2)OCc2cnnn2CCCC1=O,-1,nt
CC(C)NC(=O)N(C)C[C@H]1OCCCC[C@H](C)Oc2ccc(NS(=O)(=O)c3cccs3)cc2C(=O)N([C@@H](C)CO)C[C@H]1C,nt,-3.9
CCC(=O)N1C[C@@H](C)[C@@H](OC)CN(C)C(=O)c2cc(NS(=O)(=O)CC)ccc2OC[C@H]1C,2,0.0
CO[C@@H]1CN(C)C(=O)c2ccc(NC(C)=O)cc2OC[C@H](C)N(C(=O)c2ccncc2)C[C@@H]1C,2,-0.1
CC(=O)N(C)C[C@H]1Oc2cc(C#Cc3cccc(F)c3)ccc2S(=O)(=O)N([C@H](C)CO)C[C@@H]1C,nt,-0.2
COc1ccc(NC(=O)Nc2cccc3c2O[C@@H](CN(C)Cc2ccc(Oc4ccccc4)cc2)[C@H](C)CN([C@H](C)CO)C3=O)cc1,nt,-0.8
Cc1noc(C)c1NC(=O)N(C)C[C@@H]1Oc2ccc(NC(=O)Nc3ccc4c(c3)OCO4)cc2C(=O)N([C@H](C)CO)C[C@@H]1C,nt,0.8
C[C@@H]1CN([C@H](C)CO)C(=O)c2cc(-c3ccncc3)cnc2O[C@@H]1CN(C)C(=O)c1cccc(F)c1,nt,-0.2
O=C(Nc1cccc(NC(=O)c2ncn[nH]2)c1)c1cccc(Cl)c1,1,0.0
C[C@@H]1CN([C@H](C)CO)C(=O)Cc2cc(NC(=O)Cc3ccccc3)ccc2O[C@@H]1CN(C)Cc1ccc(Cl)c(Cl)c1,nt,1.0
CC(C)NC(=O)N(C)C[C@H]1Oc2cc(C3=CCCC3)ccc2S(=O)(=O)N([C@@H](C)CO)C[C@@H]1C,-1,9.7
O=C(C[C@@H]1C=C[C@@H](NC(=O)Nc2cc(F)ccc2F)[C@H](CO)O1)NCCCN1CCOCC1,-6,0.0
COc1ccc(NC(=O)N(C)C[C@@H]2Oc3ccc(N(C)C)cc3CC(=O)N([C@@H](C)CO)C[C@H]2C)cc1,5,-1.0
COc1ccc(C)cc1N(CC(=O)Nc1ccc(Br)cc1F)S(C)(=O)=O,-14,0.2
COc1ccccc1S(=O)(=O)N[C@H]1C=C[C@H](CC(=O)N2CCN(C)CC2)O[C@@H]1CO,4,-0.1
C[C@H](CO)N1C[C@H](C)[C@H](CN(C)C(=O)Nc2ccccc2)Oc2ccc(NC(=O)C3CCCCC3)cc2C1=O,-6,nt
CCCNC(=O)Nc1ccc2c(c1)OC[C@H](C)N(C(=O)C1CC1)C[C@@H](C)[C@@H](OC)CN(C)C2=O,-1,0.3
